# Compound activity as filed in PubChem.
# IDE exosite FP – insulin-degrading enzyme (human) exo-site inhibition; AID 1259349; purified IDE, FL-6b probe fluorescence polarization; hits give low values; actives 6.3% (n = 17,000); z-score at 20 µM;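 active = z-score of -3 or lower, meaning strong loss of probe binding signal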;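 note: His-tagged human IDE residues 42-1019 made in E. coli with 30 nM FL-6b probe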
# Target sequence (P14735 42-1019 limits assumed): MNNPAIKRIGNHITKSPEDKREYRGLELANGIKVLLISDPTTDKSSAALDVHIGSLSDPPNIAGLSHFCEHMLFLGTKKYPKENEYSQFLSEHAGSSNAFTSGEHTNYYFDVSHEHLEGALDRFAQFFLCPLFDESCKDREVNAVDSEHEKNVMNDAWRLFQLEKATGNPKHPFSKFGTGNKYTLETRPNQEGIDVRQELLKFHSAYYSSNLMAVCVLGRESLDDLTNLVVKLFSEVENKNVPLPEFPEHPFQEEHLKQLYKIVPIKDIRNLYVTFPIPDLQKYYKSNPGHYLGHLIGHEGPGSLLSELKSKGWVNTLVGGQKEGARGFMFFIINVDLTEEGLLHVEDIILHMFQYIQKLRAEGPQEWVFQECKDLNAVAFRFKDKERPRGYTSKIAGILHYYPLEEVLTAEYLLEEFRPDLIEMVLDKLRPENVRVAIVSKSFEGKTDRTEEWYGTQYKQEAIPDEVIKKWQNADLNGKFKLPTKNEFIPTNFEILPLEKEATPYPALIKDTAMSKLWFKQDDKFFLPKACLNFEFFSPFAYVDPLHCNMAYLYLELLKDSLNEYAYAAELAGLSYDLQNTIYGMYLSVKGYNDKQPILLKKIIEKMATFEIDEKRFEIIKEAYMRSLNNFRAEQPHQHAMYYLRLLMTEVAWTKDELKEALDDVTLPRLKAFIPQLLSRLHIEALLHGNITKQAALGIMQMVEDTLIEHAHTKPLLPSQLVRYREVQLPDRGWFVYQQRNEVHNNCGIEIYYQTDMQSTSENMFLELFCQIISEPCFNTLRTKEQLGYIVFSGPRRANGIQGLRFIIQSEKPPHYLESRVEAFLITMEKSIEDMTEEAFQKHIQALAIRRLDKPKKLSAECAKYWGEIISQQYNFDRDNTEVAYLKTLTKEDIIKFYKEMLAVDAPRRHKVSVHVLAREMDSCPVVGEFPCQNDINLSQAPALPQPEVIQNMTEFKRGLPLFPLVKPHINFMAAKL
# An asterisk follows results filed as active.
SMILES,IDE exosite FP
O=C(C1CCC1)N1CCCCN2[C@@H](CO)[C@H](c3ccc(-c4ccncc4)cc3)[C@@H]2C1,0.242
COc1ccccc1-c1ccccc1[C@H]1[C@@H](CO)N(C(=O)C2CCC2)[C@H]1C#N,2.67
COc1cccc(S(=O)(=O)N2CCCCN3[C@H](CO)[C@@H](c4ccc(C#CCC(C)C)cc4)[C@H]3C2)c1,-0.409
O=C(c1ccccn1)N1CC(=O)N2[C@H](CO)[C@@H](c3ccc(C#CC4CCCC4)cc3)[C@@H]2C1,3.32
N#C[C@@H]1[C@H](c2ccccc2-c2ccccc2F)[C@@H](CO)N1C(=O)c1cccc(F)c1,0.491
O=C(C[C@H]1CC[C@@H]2[C@H](COC[C@H](O)CN2CC2CCOCC2)O1)NCc1ccc(Cl)cc1,-1.25
COCC(=O)Nc1ccc2c(c1)OC[C@@H](C)N(C)C[C@H](C)[C@@H](OC)CN(C)C2=O,-0.295
CS(=O)(=O)N1C[C@@H](O)COC[C@H]2O[C@@H](CC(=O)NCc3ccccc3)CC[C@@H]21,0.715
O=C(Nc1ccccc1)N1CCCCN2[C@H](C1)[C@H](c1ccc(C#CC3CC3)cc1)[C@@H]2CO,0.85
COc1ccc(CN(C)C[C@H]2OCc3cnnn3CCCC(=O)N([C@@H](C)CO)C[C@H]2C)cc1,-0.98
COc1cccc(-c2ccc3c(c2)[C@@H]2[C@@H](CCN2S(=O)(=O)C2=NC(C)C=N2)[C@@H](CO)N3C)c1 (stereo not given in full),0.512
COCC(=O)N1[C@H](C#N)[C@H](c2ccccc2-c2ccccc2F)[C@@H]1CO,0.292
O=C1CCC(=O)N[C@@H](c2ccc(F)cc2)C/C=C\C[C@H](c2ccc(F)cc2)N1,-0.837
CC(C)(O)C#Cc1ccc([C@H]2[C@@H](CO)N3CCCCN(Cc4ccccc4F)C[C@@H]23)cc1,1.9
CCCC(=O)Nc1ccc2c(c1)OC[C@H](C)N(S(=O)(=O)c1cn(C)cn1)C[C@H](C)[C@@H](OC)CN(C)C2=O,0.215
CN(C)C(=O)C[C@@H]1CC[C@H]2[C@@H](COc3ccc(NC(=O)C4CCCCC4)cc3C(=O)N2C)O1,-0.562
O=C(Cc1ccccn1)N1CC(=O)N2[C@H](CO)[C@H](c3ccc(C#CC4CCCCC4)cc3)[C@@H]2C1,-0.628
CO[C@H]1CC[C@@H]2CCN(C)C(=O)CC3(CCCCC3)CN(C)C(=O)c3cc(C#N)ccc3OC[C@@H]1O2,1.05
O=C(Nc1ccccc1F)N1CC(=O)N2[C@H](CO)[C@H](c3ccc(C#CC4CCCC4)cc3)[C@@H]2C1,2.28
CCN(C[C@@H]1N[C@@H](CO)[C@H]1c1ccc(-c2cccc(C#N)c2)cc1)C(C)=O,2.53
O=C(Nc1cccc(F)c1)N1CC(=O)N2[C@@H](CO)[C@H](c3ccc(-c4cccc(F)c4)cc3)[C@@H]2C1,0.101
COc1cccc(NC(=O)N2CC3(C2)[C@H](c2ccccc2)[C@H](CO)N3C(C)=O)c1,0.0531
O=C(C[C@H]1C[C@H]2c3cc(NS(=O)(=O)c4ccc(F)cc4)ccc3O[C@H]2[C@@H](CO)O1)NCCN1CCCCC1,-0.422
O=C(O)C[C@H]1C=C[C@@H](NC(=O)Nc2cc(F)ccc2F)[C@H](CO)O1,0.463
CCCNC(=O)N1CC2(C1)CN(C(=O)CN1CCOCC1)[C@@H](CO)c1[nH]c3cc(OC)ccc3c12,-0.0673
C[C@@H]1CN([C@H](C)CO)C(=O)CCCn2nncc2CO[C@@H]1CN(C)S(=O)(=O)c1ccccc1C#N,-0.638
CC(C)CC#Cc1ccc([C@H]2[C@@H](CO)N3C(=O)CN(C(=O)c4ccc5c(c4)OCO5)C[C@H]23)cc1,0.839
C[C@@H]1CNC(=O)[C@H](Cc2ccc(C(F)(F)F)cc2)CCn2nncc2COC1,1.07
CO[C@H]1CN(C)C(=O)c2cc(NC(=O)Nc3cc(F)ccc3F)ccc2OC[C@@H](C)NC[C@@H]1C,0.0371
C[C@H](CO)N1C[C@H](C)[C@H](CN(C)C(=O)c2cc(-c3ccccc3)on2)OCc2cnnn2CCCC1=O,0.0992
CO[C@H]1CN(C)C(=O)c2cc(NC(C)=O)ccc2OC[C@@H](C)N(C(=O)Cc2ccccn2)C[C@@H]1C,-0.446
N#C[C@@H]1[C@H](c2ccc(C#CC3(O)CCCC3)cc2)[C@@H](CO)N1C(=O)C1CC1,2.24
CC(=O)N1[C@H](CO)[C@@H]2c3ccccc3N(C(=O)c3ccc(F)cc3)C[C@@H]21,-0.317
CO[C@H]1CC[C@H]2CCOc3c(C#N)cccc3C(=O)N(C)C[C@@H](OC)[C@H](C)C(=O)N(C)C[C@@H]1O2,1.54
O=C(NC1CCCC1)N1CCCCN2[C@H](CO)[C@H](c3ccc(-c4cccnc4)cc3)[C@@H]2C1,-2
COc1ccc2c3c([nH]c2c1)[C@H](CO)N(S(=O)(=O)c1ccc(C)cc1)CC31CCN(C(=O)Cc2cccnc2)CC1,0.137
CCCC#Cc1ccc([C@@H]2[C@@H](CO)N3C(=O)CN(C(=O)NCCC)C[C@H]23)cc1,3.23
CCC(=O)N1CC(=O)N2[C@@H](CO)[C@@H](c3ccc(C#CCC(C)C)cc3)[C@@H]2C1,0.906
C/C=C/c1ccc([C@@H]2[C@H](CO)N[C@H]2CN(CC)C(=O)c2ccccn2)cc1,0.365
CC(C)CC#Cc1ccc([C@H]2[C@@H](CO)N3C(=O)CN(C(=O)Cc4cccnc4)C[C@@H]23)cc1,2.36
CN(C)C(=O)c1cccc(-c2ccc3c(c2)[C@H]2[C@H](CCN2Cc2nccs2)[C@H](CO)N3)c1,-0.128
O=C(C1CCCCC1)N1CC(=O)N2[C@@H](CO)[C@H](c3ccc(-c4ccccc4F)cc3)[C@@H]2C1,-1.21
C[C@H](CO)N1C[C@H](C)[C@H](CN(C)C(=O)NC2CCCCC2)OCc2ccccc2-c2c(n(C)c3ccccc23)C1=O,-0.361
COCC(=O)N1[C@H](CO)[C@@H](c2ccc(-c3cccc(F)c3)cc2)[C@@H]1C#N,1.61
O=C(N[C@@H]1CC[C@H](CC(=O)N2CCOCC2)O[C@@H]1CO)c1cccc(F)c1,1.1
CCCC#Cc1ccc([C@@H]2[C@H](CO)N3CCCCN(C(=O)NC4CCCC4)C[C@@H]23)cc1,-5.16*
OC[C@@H]1[C@H](c2ccc(-c3cccnc3)cc2)[C@@H]2CN(CC3CC3)CCCCN12,1.07
CN(C)c1ccc2c(c1)[C@@H]1C[C@@H](CC(=O)NC3CCCCC3)O[C@@H](CO)[C@@H]1O2,-0.844
CS(=O)(=O)Nc1ccc2c(c1)[C@@H]1C[C@@H](CC(=O)NCCc3ccccc3)O[C@H](CO)[C@@H]1O2,0.964
C[C@H](CO)N1C[C@H](C)[C@@H](CN(C)Cc2cccc(C(=O)O)c2)OCc2ccccc2-c2ccccc2C1=O,1.08
# The list continues:
SMILES,IDE exosite FP
C[C@@H]1CN([C@@H](C)CO)C(=O)Cc2cc(NC(=O)Nc3ccc(F)cc3)ccc2O[C@@H]1CN(C)S(C)(=O)=O,1.25
CO[C@@H]1CN(C)C(=O)c2cc(NC(C)=O)ccc2OC[C@@H](C)N(S(C)(=O)=O)C[C@H]1C,0.239
O=C(NCC[C@H]1CC[C@@H](NC(=O)c2ccccc2F)[C@H](CO)O1)c1cnccn1,0.345
Cc1ccc(-c2ccc([C@H]3[C@@H](CO)N4C(=O)CN(C(=O)c5ccc(F)cc5)C[C@@H]34)cc2)cc1,2.84
C/C=C/c1ccc([C@H]2[C@H](CO)N3C(=O)CN(Cc4ccc(C(=O)OC)cc4)C[C@@H]23)cc1,1.95
C/C=C/c1ccc([C@H]2[C@@H](CO)N(C(=O)C3CC3)[C@H]2CN(C)C(C)=O)cc1,2.44
O=S(=O)(c1ccccc1)N1CC2(C1)[C@H](c1ccccc1)[C@H](CO)N2CC1CCOCC1,-0.0937
C[C@@H](NC(=O)C[C@H]1C=C[C@H](NC(=O)c2cccnc2)[C@@H](CO)O1)c1ccccc1,0.606
N#Cc1cccc(-c2ccc([C@@H]3[C@@H](CO)N4CCCCN(S(=O)(=O)c5ccccc5)C[C@@H]34)cc2)c1,-1.2
COc1ccc2c3c(n(C)c2c1)[C@H](CO)N(C)CC31CN(S(=O)(=O)c2cccs2)C1,0.283
O=C(Nc1ccc(F)cc1)N1C[C@@H]2[C@H](c3ccccc31)[C@H](CO)N2C(=O)c1ccncc1,2.38
COc1ccccc1-c1ccc([C@H]2[C@@H](CO)N3CCCCN(Cc4ccncc4)C[C@H]23)cc1,-8.86*
O=C(c1ccncc1)N1CC(=O)N2[C@H](C1)[C@@H](c1ccc(/C=C/c3ccccc3)cc1)[C@@H]2CO,-5.98*
COc1ccccc1NC(=O)N1CC(=O)N2[C@H](C1)[C@@H](c1ccc(C#Cc3ccc(F)cc3)cc1)[C@@H]2CO,1.84
N#Cc1cccc(-c2ccc([C@@H]3[C@H](CO)N4CCCCN(C(=O)Nc5cccc(F)c5)C[C@@H]34)cc2)c1,6.51
CC1C=NC(S(=O)(=O)N2CC[C@H]3[C@@H](CO)N(C)c4ccc(C5=CCCCC5)cc4[C@H]32)=N1 (stereo not given in full),0.478
C[C@@H](O)C#Cc1ccc([C@H]2[C@@H](CO)N3CCCCN(C(=O)c4ccncc4)C[C@H]23)cc1,2.85
C[C@@H]1CN([C@@H](C)CO)C(=O)c2cccc(NS(C)(=O)=O)c2O[C@@H]1CN(C)Cc1ccc(-c2ccccc2)cc1,-0.367
COc1ccc2c3c(n(C)c2c1)[C@@H](CO)N(Cc1nccs1)CC31CCN(C(=O)CN(C)C)CC1,0.644
O=C(C[C@@H]1CC[C@@H](NC(=O)c2ccc(F)cc2)[C@H](CO)O1)NCCc1ccccc1,-0.39
C[C@@H]1CN([C@H](C)CO)C(=O)c2cc(-c3cccc(C(=O)N(C)C)c3)cnc2O[C@H]1CN(C)C(=O)Cc1ccccn1,-1.67
O=C(NCCN1CCCCC1)[C@H]1N[C@H]2c3ccc(-c4cccnc4)c(=O)n3C[C@H]2[C@@H]1CO,0.058
COc1cccc(NC(=O)N2[C@@H](CO)[C@H](c3ccccc3)[C@@H]2CNCC(C)C)c1,-0.161
CS(=O)(=O)N1CCCCN2[C@@H](CO)[C@@H](c3ccc(C4=CCCC4)cc3)[C@@H]2C1,0.723
CO[C@@H](CN(C)C(=O)C1CCOCC1)[C@H](C)CN(C(=O)Nc1ccc(C(F)(F)F)cc1)[C@@H](C)CO,-0.64
CN(C)CC#Cc1ccc([C@@H]2[C@@H](CO)N3CCCCN(C(=O)Nc4ccc(F)cc4)C[C@@H]23)cc1,3.74
COc1ccc(NC(=O)N(C)C[C@@H]2OCc3ccccc3-c3ccccc3C(=O)N([C@H](C)CO)C[C@@H]2C)c(OC)c1,0.257
C[C@H](NC(=O)C[C@H]1CC[C@H]2[C@H](COc3ccc(NC(=O)C4CCOCC4)cc3C(=O)N2C)O1)c1ccccc1,-1.27
COCCN(C[C@@H]1N[C@@H](CO)[C@H]1c1ccc(-c2cccc(F)c2)cc1)C(C)=O,-2.88
CO[C@@H](CN(C)C(=O)c1cnccn1)[C@H](C)CN([C@@H](C)CO)S(=O)(=O)c1ccccc1,0.23
COc1ccc2c3c([nH]c2c1)[C@@H](CO)N(Cc1ccccc1F)CC31CCN(C(=O)C2CC2)CC1,-3.56*
CO[C@@H]1CN(C)C(=O)c2cc(NC(=O)c3cnccn3)ccc2OC[C@H](C)NC[C@@H]1C,-0.389
O=C(C[C@@H]1CC[C@H](NC(=O)Nc2ccc(C(F)(F)F)cc2)[C@@H](CO)O1)NCc1cccc(F)c1,1.91
CN1C(=O)c2cc(NC(=O)c3cnccn3)ccc2OC[C@@H]2O[C@H](CC(=O)N[C@H]3CCN(Cc4ccccc4)C3)CC[C@H]21,-0.917
CC(=O)N1[C@H](CNC(=O)C2CC2)[C@H](c2ccc(-c3cccc(F)c3)cc2)[C@@H]1CO,-2.53
COc1ccc(-c2ccc([C@H]3[C@H](C#N)N(C(=O)C4CCCC4)[C@H]3CO)cc2)cc1,0.474
C[C@@H]1CN([C@H](C)CO)C(=O)Cc2cc(NC(=O)C3CC3)ccc2O[C@@H]1CN(C)S(=O)(=O)c1cn(C)cn1,0.525
C[C@H](CO)N1C[C@H](C)[C@H](CN(C)C(=O)[C@@H](Cc2ccccc2)N(C)C)OCc2ccccc2-c2ccccc2C1=O,0.727
CCC(=O)N1[C@H](CO)[C@@H](c2ccccc2-c2ccccc2)[C@@H]1C#N,0.976
CN(C)C(=O)c1ccc(-c2ccc([C@@H]3[C@@H](CO)N4C(=O)CN(C(=O)C5CC5)C[C@H]34)cc2)cc1,3.18

# Some of the compounds tested; count on the stated rates, not on these rows.
